SIAH1 antagonists: Siah-1 peptide-binding antagonists, primary screen, biochemical, fluorescence polarization, rhodamine-plectin, uHTS (AID 1817); 290,000 compounds, 0.02% hits; one-dose displacement, % at 20 µM; IC50 in µM for titrated hits; E3 ubiquitin-protein ligase SIAH1 (Homo sapiens); Siah-1 / rhodamine-plectin peptide fluorescence polarization; higher % means a stronger effect;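 active = displacement of at least 50% at 20 µM, with a fluorescence ratio check between 0.3 and a set limit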;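 note: plate controls were Siah plus tracer with DMSO for no effect and tracer alone without Siah for full effect; strong numbers were not always called active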
SV40 large T antigen: SV40 large T antigen inhibitors, biochemical (AID 1903) | SV40 large T antigen ATPase/helicase inhibition assay; higher % means a stronger effect | inhibition, % at 20 µM, or IC50 in µM where a hit was titrated | 310,000 compounds, 0.39% hits; in the data active = a potency from the dose series; inconclusive = inhibition mostly from about 32% at the one dose, without a potency; inactive = the rest, 99 in 100 with inhibition below about 32%; note: strong numbers were not always called active
NS5 inhibitors: Dengue-2 NS5 methyltransferase inhibitors, primary screen, biochemical, confirmation dose response (AID 588689). Genome polyprotein (Dengue virus type 2 (strain 16681-PDK53)). Dengue-2 NS5 methyltransferase capping enzyme assay, biochemical; higher % means a stronger effect. inhibition, % at 25 µM, or IC50 in µM where a hit was titrated. 340,000 compounds, 0.3% hits; in the data active = a potency from the dose series; inconclusive = inhibition above about 29% without an active follow-up result
MgcRacGAP inhibition: MgcRacGAP GTPase-activating activity inhibitors, confirmation, biochemical, ADP Hunter fluorescence; Rac GTPase-activating protein 1 (Homo sapiens); MgcRacGAP-stimulated Rac1 GTP hydrolysis, ADP Hunter fluorescence; higher % means a stronger effect; GST-tagged Rac1 F28L mutant substrate; one-dose inhibition, % at 30 µM; IC50 in µM for titrated hits; 340,000 compounds, 0.6% hits; AID 624330, 2012;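 active = first-screen hits whose inhibition reached a set limit at any dose in the follow-up dose series; inconclusive = inhibition above the set first-screen limit but never retested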;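 note: fluorescence reports GDP produced by GAP-driven GTP hydrolysis; strong numbers were not always called active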
RSV antiviral HEp-2: RSV antiviral activity via CPE protection, HEp-2 cells, primary 10 µM value included (AID 2391); CPE inhibition, % at 10 µM, or IC50 in µM where a hit was titrated; HEp-2 cells, RSV-induced CPE inhibition; higher % means a stronger effect; 310,000 compounds, 0.13% hits; in the data active = a potency from the dose series; inconclusive = CPE inhibition mostly from about 23% at the one dose, without a potency; inactive = the rest, 99 in 100 with CPE inhibition below about 21%; note: strong numbers were not always called active
XIAP displacement: XIAP antagonists, biochemical, IAP family, fluorescence polarization (AID 1018). displacement, % at 20 µM, or IC50 in µM where a hit was titrated. 200,000 compounds, 0.007% hits. E3 ubiquitin-protein ligase XIAP (Homo sapiens). XIAP BIR domain, fluorescence polarization peptide displacement; higher % means a stronger effect; in the data active = displacement above about 50%; note: a part of the inactive calls stands beside numbers as strong as those of hits
HIV fusion peptide: inhibitors of HIV fusion peptide binding, primary screen, biochemical, uHTS, fluorescence dequenching (AID 1986) | cell-free peptide binding, fluorescence dequenching, 30 min; higher % means a stronger effect | 290,000 compounds, 0.3% hits | inhibition, % at 20 µM, or IC50 in µM where a hit was titrated; in the data active = inhibition mostly above about 52%, no sharp cut-off; inactive = mostly below about 76%; note: some results filed as inactive read as strong as hits
AID2073: inhibitors of Mint1-CaV2.2 protein interaction, biochemical, HTRF (AID 2073). HTRF protein-protein interaction, Mint1-CaV2.2; higher % means a stronger effect. inhibition, % at 20 µM, or IC50 in µM where a hit was titrated. 290,000 compounds, 0.19% hits; in the data active = inhibition mostly above about 51%, no sharp cut-off; inconclusive = no clear call, values can overlap the other calls; inactive = mostly below about 53%; note: some results filed as inactive read as strong as hits
LYP inhibition: inhibitors of LYP phosphatase, biochemical, fluorescence intensity, uHTS (AID 1779) | Tyrosine-protein phosphatase non-receptor type 22 (Homo sapiens) | recombinant LYP phosphatase, fluorescence intensity; higher % means a stronger effect | inhibition, % at 11.5 µM, or IC50 in µM where a hit was titrated | 290,000 compounds, 0.054% hits; in the data active = inhibition above about 50%;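 note: plate controls were vehicle with enzyme for no effect and no enzyme for full effect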
NS5 inhibitors pilot replicate: recorded beside NS5 inhibitors, whose call it bears; inhibition, %; measured here: pilot screen replicate inhibition
The depositor's hits bear a star.

`COc1ccc(CNCCC(c2ccccc2)c2ccc3c(c2)OCO3)cc1` (configuration not stated) gave SIAH1 antagonists -3%, SV40 large T antigen 1%, NS5 inhibitors -8%, MgcRacGAP inhibition 7%, RSV antiviral HEp-2 inconclusive, XIAP displacement -8.1%, HIV fusion peptide -1.8%, AID2073 13% and LYP inhibition -6%.
`Cc1ccccc1CN1C(=O)C2(OCCCO2)c2ccccc21` gave SIAH1 antagonists 3%, SV40 large T antigen 4%, NS5 inhibitors 2%, MgcRacGAP inhibition 0%, RSV antiviral HEp-2 -0.7%, XIAP displacement -4.1%, HIV fusion peptide -0.9%, AID2073 -4% and LYP inhibition 1%.
Cc1csc(NC(=O)CSc2nc(=O)[nH]c3c2CCCC3)n1 was read as SIAH1 antagonists 11%, SV40 large T antigen 13%, NS5 inhibitors -3%, MgcRacGAP inhibition 7%, RSV antiviral HEp-2 7.7%, HIV fusion peptide -0.8%, AID2073 3% and LYP inhibition -10%.
O=C1CC(c2ccc(Cl)cc2)n2nc(N3C(=O)c4ccccc4C3=O)nc2N1 (configuration not stated) was read as SIAH1 antagonists 2%, SV40 large T antigen 2%, NS5 inhibitors -1%, MgcRacGAP inhibition 3%, RSV antiviral HEp-2 -0.3%, XIAP displacement -11%, HIV fusion peptide -1.6%, AID2073 6% and LYP inhibition -1%.
`Cc1ccc(S(=O)(=O)N(CC(=O)Nc2cccnc2)c2cccc([N+](=O)[O-])c2)cc1` gave SIAH1 antagonists -1%, SV40 large T antigen 17%, NS5 inhibitors 0%, MgcRacGAP inhibition 7%, RSV antiviral HEp-2 0.6%, HIV fusion peptide -0.6%, AID2073 -12% and LYP inhibition -5%.
`C=CCN1C(c2ccccc2)=CS/C1=C(/C#N)c1nnc(N2CCOCC2)n1-c1ccccc1` gave SIAH1 antagonists 4%, SV40 large T antigen 10%, NS5 inhibitors 15%, MgcRacGAP inhibition -1%, RSV antiviral HEp-2 8.1%, XIAP displacement -3.6%, HIV fusion peptide 2.5%, AID2073 -25% and LYP inhibition -4%.
`O=c1[nH]c(/C=C/c2ccc(OC(F)F)cc2)nc2c1cnn2-c1ccccc1` gave SIAH1 antagonists 4%, SV40 large T antigen 34%, NS5 inhibitors 1%, MgcRacGAP inhibition 8%, RSV antiviral HEp-2 3.1%, XIAP displacement 1.6%, HIV fusion peptide 0.7%, AID2073 42% and LYP inhibition -7%.
Cn1nc(-c2ccccc2)c(C(O)c2ccc(Cl)cc2)c1Cl (configuration not stated) was read as SIAH1 antagonists 6%, SV40 large T antigen 1%, NS5 inhibitors -2%, MgcRacGAP inhibition 3%, RSV antiviral HEp-2 21%, XIAP displacement 3.5%, HIV fusion peptide -1.4%, AID2073 1%, LYP inhibition 0% and NS5 inhibitors pilot replicate 2.4.
COc1cc(C(=O)Nc2ccc3nc4n(c(=O)c3c2)CCCC4)ccc1Br was read as SIAH1 antagonists 6%, SV40 large T antigen 18%, NS5 inhibitors -7%, MgcRacGAP inhibition 9%, RSV antiviral HEp-2 4.8%, HIV fusion peptide -1.0%, AID2073 6% and LYP inhibition -5%.
For CC1=C(C(=O)N(C)C)C(c2ccc(N3CCOCC3)cc2)NC(=O)N1 (configuration not stated) the results were SIAH1 antagonists -2%, SV40 large T antigen 5%, NS5 inhibitors -9%, MgcRacGAP inhibition 2%, RSV antiviral HEp-2 0.2%, XIAP displacement -8.2%, HIV fusion peptide -2.1%, AID2073 5% and LYP inhibition -7%.
Screening Cc1cc(/C=N/NC(=O)Cn2c3ccccc3c(=O)c3ccccc32)c(C)n1-c1ccc(Cl)cc1 returned SIAH1 antagonists 4%, SV40 large T antigen 5%, NS5 inhibitors -5%, MgcRacGAP inhibition 12%, XIAP displacement -8.3%, HIV fusion peptide 18%, AID2073 23% and LYP inhibition -6%.
Screening CCC1(C)Cc2c(sc3c2c2ncnn2c2nnc(SCC(=O)NCc4ccco4)n32)CO1 (configuration not stated) returned SIAH1 antagonists -1%, SV40 large T antigen 13%, MgcRacGAP inhibition 9%, RSV antiviral HEp-2 -0.5%, XIAP displacement -2.6%, HIV fusion peptide 0.3%, AID2073 -16% and LYP inhibition -2%.
For COCCN1C(=O)N(c2ccccc2)C(=O)C1CC(=O)Nc1cc(OC)cc(OC)c1 (configuration not stated) the results were SIAH1 antagonists 2%, SV40 large T antigen 16%, NS5 inhibitors -6%, MgcRacGAP inhibition -13%, RSV antiviral HEp-2 1.7%, HIV fusion peptide -1.1%, AID2073 17% and LYP inhibition -2%.
For CCn1cc(CN2CCC(n3nccc3NC(=O)CCCc3ccccc3)CC2)cn1 the results were SIAH1 antagonists -1%, SV40 large T antigen 28%, NS5 inhibitors 7%, MgcRacGAP inhibition 6%, RSV antiviral HEp-2 -0.2%, HIV fusion peptide 1.2%, AID2073 -3% and LYP inhibition -7%.
For CCOc1ccc(C2C(C(=O)c3ccc(C)o3)=C(O)C(=O)N2c2nc(C)c(C(=O)OC)s2)cc1 (configuration not stated) the results were SIAH1 antagonists 7%, SV40 large T antigen 14%, NS5 inhibitors 11%, MgcRacGAP inhibition 9%, RSV antiviral HEp-2 19%, HIV fusion peptide 62%, AID2073 1% and LYP inhibition 11%.
`CC(=O)Nc1ccc(N2CCN(C(=O)c3cccs3)CC2)cc1` gave SIAH1 antagonists 1%, SV40 large T antigen 16%, NS5 inhibitors 1%, MgcRacGAP inhibition 2%, RSV antiviral HEp-2 1.6%, XIAP displacement -3.9%, HIV fusion peptide 15%, AID2073 -7% and LYP inhibition -7%.
Screening O=C1CS/C(=N\NC(=O)c2ccccc2)N1 returned SIAH1 antagonists 17%, SV40 large T antigen 3%, RSV antiviral HEp-2 -1.0%, HIV fusion peptide -2.2%, AID2073 2% and LYP inhibition -12%.
`O=S(=O)(Nc1ccc(-c2nnc(SCc3ccc(Cl)cc3)o2)cc1)c1ccccc1` gave SIAH1 antagonists -1%, SV40 large T antigen 8%, NS5 inhibitors -11%, MgcRacGAP inhibition 0%, RSV antiviral HEp-2 7.6%, XIAP displacement -6.0%, HIV fusion peptide 7.2%, AID2073 0% and LYP inhibition 7%.
For NC1=C(c2ccc(F)cc2)C(=O)CS1 the results were SIAH1 antagonists -5%, SV40 large T antigen 11%, NS5 inhibitors 3%, MgcRacGAP inhibition 11%, RSV antiviral HEp-2 0.8%, XIAP displacement 0.6%, HIV fusion peptide -1.7%, AID2073 -20% and LYP inhibition -7%.
`O=C(NCCc1ccccc1)C1CCN(S(=O)(=O)N2CCC3(CC2)OCCO3)CC1` gave SIAH1 antagonists 6%, SV40 large T antigen 2%, NS5 inhibitors 3%, MgcRacGAP inhibition 6%, RSV antiviral HEp-2 3.1%, XIAP displacement -3.8%, HIV fusion peptide -1.8%, AID2073 -6% and LYP inhibition -6%.

2 records picked at random from the list so far, as already listed:
`COc1ccc(CNCCC(c2ccccc2)c2ccc3c(c2)OCO3)cc1` (configuration not stated) gave SIAH1 antagonists -3%, SV40 large T antigen 1%, NS5 inhibitors -8%, MgcRacGAP inhibition 7%, RSV antiviral HEp-2 inconclusive, XIAP displacement -8.1%, HIV fusion peptide -1.8%, AID2073 13% and LYP inhibition -6%.
COc1cc(C(=O)Nc2ccc3nc4n(c(=O)c3c2)CCCC4)ccc1Br was read as SIAH1 antagonists 6%, SV40 large T antigen 18%, NS5 inhibitors -7%, MgcRacGAP inhibition 9%, RSV antiviral HEp-2 4.8%, HIV fusion peptide -1.0%, AID2073 6% and LYP inhibition -5%.

More structures follow:
Screening CS(=O)(=O)N(CCC#N)Cc1ccco1 returned SIAH1 antagonists 2%, SV40 large T antigen 8%, NS5 inhibitors -2%, MgcRacGAP inhibition 5%, RSV antiviral HEp-2 -1.6%, XIAP displacement -6.2%, HIV fusion peptide 2.7%, AID2073 -4% and LYP inhibition -5%.
Nc1cc(=O)nc(SCC(=O)Nc2cccc3ccccc23)n1CCc1ccccc1 was read as SIAH1 antagonists 1%, SV40 large T antigen 2%, NS5 inhibitors -2%, MgcRacGAP inhibition 1%, RSV antiviral HEp-2 2.9%, XIAP displacement -3.1%, HIV fusion peptide -2.1%, AID2073 3% and LYP inhibition 4%.
`O=C(COc1ncnc2cc([N+](=O)[O-])ccc12)NC1CCCCC1` gave SIAH1 antagonists -5%, SV40 large T antigen 6%, NS5 inhibitors -5%, MgcRacGAP inhibition 13%, RSV antiviral HEp-2 1.8%, HIV fusion peptide 0.6%, AID2073 1% and LYP inhibition -9%.
CC1=C(C(=O)Nc2ccccc2)C(c2cccs2)n2nnnc2N1 (configuration not stated) was read as SIAH1 antagonists 1%, SV40 large T antigen 7%, NS5 inhibitors 1%, MgcRacGAP inhibition 3%, RSV antiviral HEp-2 -0.5%, XIAP displacement -2.0%, HIV fusion peptide -0.3%, AID2073 5% and LYP inhibition 0%.
For CCC(C)c1ccccc1NC(=O)C(C)OC(=O)c1ccco1 (configuration not stated) the results were SV40 large T antigen 23%, NS5 inhibitors 0%, MgcRacGAP inhibition 1% and RSV antiviral HEp-2 1.6%.
Screening COc1ccc(NC(=O)N2CCCC(C(=O)NC(C)C)C2)cc1 (configuration not stated) returned SIAH1 antagonists -2%, SV40 large T antigen -2%, NS5 inhibitors -4%, MgcRacGAP inhibition 4%, RSV antiviral HEp-2 1.7%, XIAP displacement -2.7%, HIV fusion peptide 1.7%, AID2073 -5% and LYP inhibition -6%.
Screening COc1ccccc1CNC(=O)Cn1cc(Br)ccc1=O returned SIAH1 antagonists 0%, SV40 large T antigen 13%, NS5 inhibitors -3%, MgcRacGAP inhibition 5%, RSV antiviral HEp-2 0.9%, HIV fusion peptide -0.9%, AID2073 0% and LYP inhibition -6%.
For O=c1[nH]c(-c2ccccn2)nc2ccccc12 the results were SIAH1 antagonists 1%, SV40 large T antigen 3%, NS5 inhibitors -3%, MgcRacGAP inhibition -3%, RSV antiviral HEp-2 1.5%, XIAP displacement -18%, HIV fusion peptide 3.0%, AID2073 -1% and LYP inhibition -2%.
Screening COc1ccc(NS(=O)(=O)c2cc(-c3nnnn3C)ccc2OC)cc1 returned SIAH1 antagonists -3%, SV40 large T antigen 10%, NS5 inhibitors 5%, MgcRacGAP inhibition 4%, RSV antiviral HEp-2 3.3%, XIAP displacement -5.4%, HIV fusion peptide 2.6%, AID2073 -5%, LYP inhibition -7% and NS5 inhibitors pilot replicate 2.4.
For O=C(Nc1cccc(Oc2ccc(C(=O)O)c(C(=O)O)c2)c1)c1ccc(-c2ccccc2)cc1 the results were SIAH1 antagonists 8.5µM*, SV40 large T antigen inconclusive, NS5 inhibitors 20µM*, MgcRacGAP inhibition 7%, RSV antiviral HEp-2 0.5%, HIV fusion peptide 76%*, AID2073 40% and LYP inhibition -1%.

Compound activity from PubChem.
